Screens deposited in PubChem BioAssay by Southern Research Specialized Biocontainment Screening Center.
Dengue-2 NS5 capping – Dengue-2 NS5 methyltransferase inhibitors, primary screen, biochemical, confirmation dose response (AID 588689) | Dengue-2 NS5 methyltransferase capping enzyme assay, biochemical; higher % means a stronger effect | inhibition, % at 25 µM; hits with a dose series show IC50 in µM | hit rate 0.3% among 340,000; in the data active = a potency from the dose series
Dengue-2 NS5 capping pilot replicate – further read-out of Dengue-2 NS5 capping, marked with its call; inhibition, %; measured here: pilot screen replicate inhibition
Numbers without * were called inactive. The list is partial; count on the stated rates, not on these rows.

SMILES	Dengue-2 NS5 capping	others
Cc1ccc(NC(=O)CN(C)C(=O)c2cc3c(s2)CCCCC3)cc1	-1%
CCN(CC)C(=O)C1=C(C)N(Cc2ccc(C(C)(C)C)cc2)C(=O)C(CC(=O)NC2CCCC2)C1 (stereo unspecified)	3%
NC(=O)C1(Nc2ccc(-c3ccc(Br)cc3)cc2)CCCC1	1%
Cc1cn(C(C)C)c(=O)n(-c2ccccc2)c1=O	-14%
O=C(COc1ccc(F)cc1)NCC1(N2CCOCC2)CCCCC1	2%
O=C(COC(=O)COc1ccccc1[N+](=O)[O-])NC1CCCCC1	-2%
NC(=O)c1ccc(NC(=O)CN2CCN(S(=O)(=O)c3ccc4c(c3)OCCO4)CC2)cc1	-9%
C[C@@H](NC(=O)c1nc[nH]c1C(=O)N1CCN(C(=O)OC(C)(C)C)CC1)c1ccccc1	-3%
N#Cc1ccccc1OCC(=O)NC1CCCCCC1	1%
O=S(=O)(Nc1cccc(F)c1)c1ccc(S(=O)(=O)N2CCOCC2)cc1	-4%
CS(=O)(=O)c1ccc(NS(=O)(=O)c2ccc(Cl)c(C(=O)NCc3ccco3)c2)cc1	-11%
COc1ccc2[nH]c3c(c2c1)CCN1C(=O)C(CC(=O)NCc2ccco2)C[C@H](C(=O)N2CCOCC2)[C@@]31C (stereo partly specified)	-3%
O=C1C=C(c2cccc(Cl)c2O)C[C@@H](c2ccc(F)cc2)C1	-13%
CN(CC(=O)Nc1ccc(F)cc1)C(=O)COC(=O)c1cc([N+](=O)[O-])ccc1N1CCOCC1	-2%
CC(=O)Nc1ccc(S(=O)(=O)NC(C)C(=O)NCC(c2ccco2)N(C)C)cc1 (stereo unspecified)	7%
Cc1ccccc1NC(=O)CN1C(=O)NC2(CCc3ccccc32)C1=O (stereo unspecified)	0%
CCOc1ccccc1C(=O)NCC(=O)OCC(=O)N1CCCC1	5%
CN1CCN(C(=O)c2ccccc2NS(=O)(=O)c2ccc(F)cc2)CC1	-10%
CCCCN(C(=O)C(C)N1C(=O)c2ccccc2C1=O)c1c(N)n(CCCC)c(=O)[nH]c1=O (stereo unspecified)	-1%
COc1ccccc1N(C)S(=O)(=O)c1ccc(C(=O)N2CCCC(C(F)(F)F)C2)cc1 (stereo unspecified)	1%
COc1ccc(NC(=O)CN(C)C2=NS(=O)(=O)c3ccccc32)cc1Cl	-2%
CCOc1ccccc1C(=O)NCC(=O)OCC(=O)c1c(N)n(C)c(=O)n(C)c1=O	-3%
CCN(CC)CCn1c2c(c(SCC(=O)Nc3ccc4c(c3)OCCO4)nc1=O)CCCC2	1%
CC(C)N(Cc1ccccc1)C(=O)COC(=O)c1cc[n+]([O-])cc1	-12%
COc1cc2c(NCCCCCO)ncnc2c(OC)c1OC	-1%
CN(CC(=O)Nc1ccc(F)c(F)c1F)C(=O)c1cc(S(=O)(=O)N(C)C)ccc1N1CCCC1	4%
COc1cc(CNC[C@H]2O[C@@H](n3ccc(N)nc3=O)[C@H](O)[C@@H]2O)ccc1OCc1cccc(Cl)c1	-7%
Cc1noc(C)c1COC(=O)c1cc(S(=O)(=O)N2CCOCC2)ccc1Cl	-7%
O=C(C[C@H]1C/C=C\CCC(=O)O[C@@H](c2ccccc2)CNC1=O)NCCO	-7%
CCN(CC)S(=O)(=O)c1ccc(N2CCOCC2)c(NC(=O)c2ccc(N3CCCC3=O)cc2)c1	-7%
COc1ccccc1NC(=O)COC(=O)CNC(=O)C1CCCCC1	-2%
Oc1ccccc1C=NNC(=S)NC1CC2C=CC1C2 (stereo unspecified)	1%
CCOc1ccc(C(=O)NCC(=O)Nc2ccncc2)cc1OCC	-10%
CCN(C(=O)COC(=O)CCCc1c[nH]c2ccccc12)c1c(N)n(Cc2ccccc2)c(=O)[nH]c1=O	-3%
Cc1nc(SCC(=O)N2CCC(Cc3ccccc3)CC2)[nH]c(=O)c1C	0%
Cn1nc(C(=O)NNC(=O)c2ccc(Cl)c(S(N)(=O)=O)c2)c2ccccc2c1=O	-3%
Cc1ccc(CN(C)C(=O)c2cccc(S(=O)(=O)N3CCCC3)c2)cc1	5%
CCN(C(=O)COC(=O)c1ccc(OC)c(S(=O)(=O)N(C)Cc2ccccc2)c1)C1CCS(=O)(=O)C1 (stereo unspecified)	-11%
CCCCn1c(N)c(N(CCOC)C(=O)c2ccc(-c3ccc(Cl)cc3)o2)c(=O)[nH]c1=O	-7%
NC(=O)c1ccsc1NC(=O)COC(=O)c1cc(=O)[nH]c2ccccc12	-13%
C[C@H](CO)N1C[C@H](C)[C@@H](CN(C)S(=O)(=O)c2ccccc2)Oc2ccc(NC(=O)Cc3ccccc3)cc2C1=O	0%
Cn1cc(C2OC(=O)c3ccccc32)c2ccccc21 (stereo unspecified)	-5%
CC(=O)[C@@]1(O)CCC2C3C=CC4=CC(=O)CC[C@]4(C)C3CC[C@@]21C (stereo partly specified)	-11%
O=C(O)c1ccc(S(=O)(=O)N2CCCCCCC2)cc1	4%
Cc1ccc(S(=O)(=O)N2CCOCC2)cc1C(=O)NC1CCN(Cc2ccccc2)CC1	0%
C=CC[C@H](CC(=O)N(CCO)Cc1ccccc1)C(=O)N[C@@H](C)COC(=O)[C@@H](CC=C)Cc1ccc(F)cc1	-4%
Cc1cc(C)c(NC(=O)CNC(=O)c2ccc3c(=O)n4c(nc3c2)CCC4)c(C)c1	-1%
CC(C)CN(C(=O)CSc1ccc2c(c1)OCCO2)c1c(N)n(CC(C)C)c(=O)[nH]c1=O	-7%
COC(=O)COc1ccc(C(=O)Cn2c(NCCCO)nc3ccccc32)cc1	4%
CCCCOCCOC(=O)C1OC1(C)c1ccccc1 (stereo unspecified)	-1%

Continuation:
SMILES	Dengue-2 NS5 capping	others
C[C@@H]1CCCCO[C@H](CN(C)Cc2ccc(C(=O)O)cc2)[C@H](C)CN([C@@H](C)CO)C(=O)c2cc(NC(=O)Nc3ccc(C(F)(F)F)cc3)ccc2O1	5%
CCc1nnc(NC(=O)c2cccc(S(=O)(=O)N3CCN(C(C)=O)CC3)c2)s1	1%
CCOCCN1CCN(C2c3ccccc3CSc3ccccc32)CC1 (stereo unspecified)	-5%
NC(=O)[C@@H]1CCCN1C(=O)[C@@H](Cc1cnc[nH]1)NC(=O)[C@@H]1CCC(=O)N1	-3%
COc1ccc(C(=Cc2cc(OC)c(OC)cc2[N+](=O)[O-])C(=O)O)cc1	-2%
Cc1ccc(OC(C)C(=O)Nc2ccc(F)cc2)c([N+](=O)[O-])n1 (stereo unspecified)	2%
CC(=NNC(=S)Nc1ccccc1)c1ccccn1	-4%
O=C(c1ccco1)N1N=C(c2ccco2)CC1c1ccc(Cl)cc1Cl (stereo unspecified)	6%
C=CCNC(=O)C(=O)Nc1ccc2c(c1)N(S(=O)(=O)c1cccs1)CCC2	7%
CC1=CC(C)(C)NC(=S)N1c1ccc(N(C)C)cc1	6%
CC1CN(C(=S)Nc2ccccc2)C(C)CN1C=O (stereo unspecified)	3%
CC(C)CNC(=O)/C=C/C=C/CCCC/C=C/c1ccc2c(c1)OCO2	-16%
CCOc1ccccc1NC(=O)COC(=O)C1CCC(=O)N1 (stereo unspecified)	-12%
Cc1cccc(NC(=O)CN(CC2CCCO2)C(=O)c2ccc(S(C)(=O)=O)cc2)c1C (stereo unspecified)	-7%
CCOc1ccc(OCCC(=O)N2CCN(S(=O)(=O)c3cccc(F)c3)CC2)cc1	1%
Cc1ccc(NC(=O)c2cnc(SCC(=O)NCC3CCCO3)n(C)c2=O)cc1 (stereo unspecified)	2%
O=C(NNC(=O)c1ccc2nc[nH]c2c1)c1ccccc1	-9%
Cc1ccc(OCc2cc(C(=O)N(C)C3CCCc4ccccc43)no2)cc1C (stereo unspecified)	-6%
CCCN(CC(=O)Nc1ccccc1C)C(=O)CCCc1c[nH]c2ccccc12	-12%
CN(C)CCCNC(=O)C[C@H]1C[C@H](C(=O)N2CCOCC2)[C@@]2(C)c3[nH]c4ccc(Cl)cc4c3CCN2C1=O	5%	Dengue-2 NS5 capping pilot replicate=-4.9
O=C(NCC1COc2ccccc2O1)c1cccc(S(=O)(=O)N2CCOCC2)c1 (stereo unspecified)	-4%
CC(c1ccccc1)n1ccnc1CO (stereo unspecified)	5%
Cc1cccc(C(=O)Nc2nsc(N)n2)c1	0%
COc1ccc(N2CCN(C(=O)COC(=O)COc3cc(C)cc(C)c3)CC2)cc1	8%
COc1ccc(S(=O)(=O)N2CCN(C(=O)CC3CC4CCC3C4)CC2)cc1 (stereo unspecified)	0%
CC(=O)c1c(C)[nH]c(C(=O)OCc2csc(CC(=O)Nc3ccccc3C)n2)c1C	-11%
CCCNC(=O)c1ccc(N2CCC3(CC2)CC(c2cccc(Br)c2)=NO3)c(NC(=O)c2ccccc2)c1	-12%
CC1CCCC(C)N1C(=O)COC(=O)Cc1c[nH]c2ccccc12 (stereo unspecified)	-3%
CC1CCN(C(=O)c2[nH]cnc2C(=O)NC2CCN(C(=O)OC(C)(C)C)CC2)CC1	1%
CC(=O)Nc1ccc(SC[C@H](C)CN2CC[C@H](C(C)(C)C)CCC2=O)cc1	7%

Compounds listed so far that contain a nitro group on carbon, in the order listed:
SMILES	Dengue-2 NS5 capping	others
O=C(COC(=O)COc1ccccc1[N+](=O)[O-])NC1CCCCC1	-2%
CN(CC(=O)Nc1ccc(F)cc1)C(=O)COC(=O)c1cc([N+](=O)[O-])ccc1N1CCOCC1	-2%
COc1ccc(C(=Cc2cc(OC)c(OC)cc2[N+](=O)[O-])C(=O)O)cc1	-2%
Cc1ccc(OC(C)C(=O)Nc2ccc(F)cc2)c([N+](=O)[O-])n1 (stereo unspecified)	2%

Further results follow.
SMILES	Dengue-2 NS5 capping	others
CC1(c2ccc3c(c2)OCCO3)NC(=O)N(CC(=O)Nc2c(F)cccc2F)C1=O (stereo unspecified)	-1%
CC(C)[C@H](NC(=O)c1ccccc1F)C(=O)OCC(=O)NC(=O)NC1CCCCC1	-14%
C[C@@H]1CN([C@@H](C)CO)C(=O)CCCn2nncc2CO[C@H]1CN(C)S(=O)(=O)c1cccc(F)c1	5%
O=C(COC(=O)c1n[nH]c(=O)c2ccccc12)Nc1ccccc1F	3%
c1ccc(CSc2cc3ccccc3[nH]2)cc1	7%
Cc1ccc(NC(=O)COc2cccc(C)c2C)cc1S(=O)(=O)N1CCCCCC1	-3%
CCC(C(=O)NC1C(=O)N2C(C(=O)O)=C(CSc3nnc(C)s3)CSC12)c1ccccc1 (stereo unspecified)	2%
COC(=O)c1ccc(CNC(=O)CCC(=O)N2CCOCC2)cc1	-7%
COC(=O)N[C@@H]1C[C@H]2[C@@H]3CC[C@H]4C[C@@H](OC)CC[C@]4(C)[C@H]3CC[C@@]12C	-1%
COc1ccc(/C=C(/NC(=O)c2ccc(Br)o2)C(=O)Nc2cccc(C(=O)O)c2)cc1	5%
CCCCN1C[C@H](Cc2ccccc2)[C@@H](CC(=O)NC)C1=O	3%
O=C(COC(=O)c1ccc[nH]c1=O)NC1CC1	-4%
CN(C(=O)c1cccc(NC(=O)Cc2ccc(NC(=O)C3CCN(S(=O)(=O)c4cccc([N+](=O)[O-])c4)CC3)cc2)c1)C1CCCCC1	-4%	Dengue-2 NS5 capping pilot replicate=-5.7
Cc1cnc(C(=O)OCC(=O)Nc2cc(-c3ccccc3)nn2-c2ccccc2)cn1	-1%
CC(Sc1nncn1C)C(=O)NCCC1=CCCCC1 (stereo unspecified)	3%
O=C(COC(=O)/C=C/c1ccc([N+](=O)[O-])cc1)NCC1CCCCC1	-1%
COc1ccc(C=Cc2ccc3ccccc3n2)c(OC)c1	2%
O=C(COC(=O)c1c[nH]c2ccccc12)NCc1ccccc1	0%
CSCCC(NC(=O)c1ccccc1Cl)C(=O)N1CCCCCCC1 (stereo unspecified)	-9%
COC(=O)c1cc(S(=O)(=O)N2CCCCC2)ccc1N1CCOCC1	-2%

Brought forward from above: six entries, then new ones.
SMILES	Dengue-2 NS5 capping	others
CC(Sc1nncn1C)C(=O)NCCC1=CCCCC1 (stereo unspecified)	3%
O=C(COC(=O)/C=C/c1ccc([N+](=O)[O-])cc1)NCC1CCCCC1	-1%
COc1ccc(C=Cc2ccc3ccccc3n2)c(OC)c1	2%
O=C(COC(=O)c1c[nH]c2ccccc12)NCc1ccccc1	0%
CSCCC(NC(=O)c1ccccc1Cl)C(=O)N1CCCCCCC1 (stereo unspecified)	-9%
COC(=O)c1cc(S(=O)(=O)N2CCCCC2)ccc1N1CCOCC1	-2%
COc1cccc(/C=C/C(=O)OCC(=O)NCCCc2ccccc2)c1OC	-6%
Nc1cc2[nH]c(=O)c3ccccc3c2cc1[N+](=O)[O-]	12%
COc1ccccc1CNC(=O)COC(=O)c1cc(S(=O)(=O)N2CCOCC2)ccc1Cl	-1%
C[C@H](CO)N1C[C@H](C)[C@@H](CN(C)S(=O)(=O)c2ccc(F)cc2)Oc2c(NC(=O)c3ccncc3)cccc2C1=O	-4%
CC(=O)c1ccc(OCC(=O)N2CCN(S(=O)(=O)c3ccc(Br)s3)CC2)cc1	-2%
CCc1nc(N)nc(N)c1-c1ccc(NCCN)c([N+](=O)[O-])c1	3%
CCN1C(=O)[C@H]2[C@@H](c3ccc(-c4cc(C(C)=O)cs4)cc3)N[C@@](Cc3ccccc3)(C(=O)OC)[C@H]2C1=O	2%
CCN(c1ccccc1)S(=O)(=O)c1ccc(OCC(=O)N2CCCC2)cc1	-13%
CN(C(=O)COc1ccccc1C(=O)NCc1ccccc1)C1CCS(=O)(=O)C1 (stereo unspecified)	-5%
CCc1cc2c(SCC(=O)N3CCCC3=O)ncnc2s1	-4%

5 records picked at random from those above:
SMILES	Dengue-2 NS5 capping	others
CCCCOCCOC(=O)C1OC1(C)c1ccccc1 (stereo unspecified)	-1%
Cn1nc(C(=O)NNC(=O)c2ccc(Cl)c(S(N)(=O)=O)c2)c2ccccc2c1=O	-3%
CN(CC(=O)Nc1ccc(F)c(F)c1F)C(=O)c1cc(S(=O)(=O)N(C)C)ccc1N1CCCC1	4%
COc1ccc(/C=C(/NC(=O)c2ccc(Br)o2)C(=O)Nc2cccc(C(=O)O)c2)cc1	5%
Cc1ccc(S(=O)(=O)N2CCOCC2)cc1C(=O)NC1CCN(Cc2ccccc2)CC1	0%
